TNF necrop inh: inhibitors of TNF-alpha triggered necroptosis, primary screen, cell-based, Jurkat FADD-/-, single concentration | Jurkat FADD-/- TNF necroptosis rescue, ATP luminescence, 24 h; 0 = TNF only, 100 = no-TNF cells | activation (protection from cell death), % at 10 µM | 220,000 compounds, 0.068% hits;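 active = activation, meaning protection from cell death, of at least 50% relative to plate controls; inactive = activation below 50%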;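 note: necroptosis triggered by 40 ng/mL TNF-alpha added together with compound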
CHOP inh: inhibitors of CHOP promoter induction, primary screen, cell-based, unfolded protein response, luciferase reporter; CHO-K1 CHOP-promoter luciferase, tunicamycin-induced, 15-18 h; 220,000 compounds, 3.8% hits; inhibition, % at 10 µM; AID 2732, 2010;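 active = compounds that reduced the stress-induced luciferase reporter signal by more than about 70% of percent inhibition, limit read from the data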;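 note: 0% = tunicamycin plus vehicle and 100% = wells without tunicamycin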
RBBP9 inh: human RBBP9 inhibitors, primary screen, biochemical, fluorescence polarization, FP-Rh probe, HTS. Serine hydrolase RBBP9 (Homo sapiens), O75884. recombinant RBBP9. inhibition, % at 7.94 µM. 220,000 compounds, 0.2% hits. AID 1515, 2009;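 active = inhibition above the campaign mean of all tested compounds plus 3 SD, cut at about 14% in these data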;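 note: plate controls were DMSO wells with RBBP9 for no effect and wells lacking RBBP9 protein for full effect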
Target sequence (O75884 whole entry, looked up): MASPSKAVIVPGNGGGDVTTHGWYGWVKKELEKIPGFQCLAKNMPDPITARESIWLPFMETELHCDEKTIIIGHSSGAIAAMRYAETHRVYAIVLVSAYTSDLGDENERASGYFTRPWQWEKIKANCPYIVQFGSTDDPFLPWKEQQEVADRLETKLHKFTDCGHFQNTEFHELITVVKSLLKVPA
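System: RBBP9 protein / Quantity: 2.5 µM RBBP9 dispensing solution, before mixing / Also added: Serine-hydrolase probe FP-Rh, 375 nM pre-mixing / Dosing: 7.94 µM single dose, 0.794% DMSO / Timing: enzyme-compound preincubation 30 min, then probe labeling 45 min, 25 °C / Signal: FP readout at 525/598 nm / Controls: DMSO-treated enzyme wells and wells lacking RBBP9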
BaF3 parental: parental Ba/F3 cell viability inhibition, counter-screen for JAK2V617F inhibitor project, murine pro-B, CellTiter-Glo luminescence | AID 1486, 2009 | 220,000 compounds, 1.1% hits | CellTiter-Glo ATP luminescence | inhibition, % at 5.6 µM;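 active = inhibition above a per-campaign cutoff, the mean inhibition of all tested compounds plus 3 SD, cut at about 27% in these data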;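 note: 0% = DMSO wells and 100% = JAK Inhibitor I control wells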
Ba/F3 V617F tox: reduced viability of JAK2V617F-dependent Ba/F3 cells, primary screen, JAK2V617F inhibitor project, cell-based, Ba/F3 EpoR-JAK2V617F, luminescence. AID 1446, 2008. ATP luminescence. inhibition, % at 5.6 µM. 220,000 compounds, 1.1% hits;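 active = inhibition above the campaign mean plus 3 SD over all tested compounds, cut at about 24% in these data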;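 note: cytokine-independent growth of Ba/F3 cells driven by EpoR plus mutant JAK2; 0% = DMSO-treated cells and 100% = JAK inhibitor I control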
TRPML3 ag: human TRPML3 channel agonists, primary screen, cell-based, HEK293 TRPML3-YFP, Fluo-8 calcium fluorescence, 3 µM; 100% = the carbachol control signal; activation, % at 3 µM; 220,000 compounds, 0.29% hits;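 active = activation above its plate's cutoff, the mean activation of the plate's test wells plus 3 SD, cut at about 12% in these data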;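 note: 0% = DMSO only wells and 100% = carbachol wells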
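Test system: HEK293 cells stably carrying human TRPML3-YFP; Doses: single dose, 3 µM final nominal compound, 0.3% DMSO final; Schedule: dye loading 1 h 37 °C then 30 min ambient, 125 s read; Technique: Fluo-8 calcium fluorescence; Benchmarks: high control carbachol 87 µM, low control DMSO.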
PPC-1+TRAIL kill: compounds killing PPC-1 cancer cells with TRAIL present, primary screen, TRAIL potentiator project, ATPLite luminescence, uHTS. PPC-1 cells + TRAIL, ATPLite viability luminescence. 220,000 compounds, 0.41% hits. AID 1443, 2008. cell killing (% activity), % at 4 µM;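 active = cell killing above 50% in the first pass at 4 µM, then a duplicate retest at 5 µM averaging 50% or more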;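 note: plate controls were cells with TRAIL plus DMSO for no effect and medium-only wells lacking cells for full effect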
Wee1 degr inh: Wee1 degradation inhibitors, primary screen, cell-based, HeLa, Wee1K328M-luciferase, luminescence | AID 1321, 2008 | HeLa Luc-Wee1K328M stability; 100% = proteasome inhibitor MG132 effect | Wee1-like protein kinase (Homo sapiens), P30291 | reporter increase, % at 5 µM | 220,000 compounds, 1.2% hits;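 active = activation above the mean of all tested compounds plus 3 SD, set per screening run, cut at about 8.8% in these data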;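 note: cells exposed to compound for 20 h before luminescence read; 0% = DMSO alone and 100% = MG132 at 30 µM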
Target sequence (P30291 whole entry K328M): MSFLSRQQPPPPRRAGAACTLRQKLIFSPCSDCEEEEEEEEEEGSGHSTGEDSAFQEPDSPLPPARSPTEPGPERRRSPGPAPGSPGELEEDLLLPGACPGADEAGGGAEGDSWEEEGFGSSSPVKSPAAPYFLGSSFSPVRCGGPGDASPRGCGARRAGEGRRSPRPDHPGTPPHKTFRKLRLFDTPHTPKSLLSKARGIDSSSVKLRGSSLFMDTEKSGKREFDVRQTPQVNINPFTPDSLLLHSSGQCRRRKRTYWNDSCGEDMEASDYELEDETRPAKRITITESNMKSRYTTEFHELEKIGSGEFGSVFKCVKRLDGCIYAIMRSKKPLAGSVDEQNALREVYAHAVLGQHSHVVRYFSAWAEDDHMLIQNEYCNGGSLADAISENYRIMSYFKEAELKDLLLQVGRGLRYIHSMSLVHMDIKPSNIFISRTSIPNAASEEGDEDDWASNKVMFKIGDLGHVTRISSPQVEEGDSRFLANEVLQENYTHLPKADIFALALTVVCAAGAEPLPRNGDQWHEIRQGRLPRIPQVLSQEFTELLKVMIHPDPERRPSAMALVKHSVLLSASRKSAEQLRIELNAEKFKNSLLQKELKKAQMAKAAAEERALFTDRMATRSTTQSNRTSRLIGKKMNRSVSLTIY
zfTRPN1 agonist: zebrafish TRPN1 channel agonists, primary screen, cell-based, HEK293, calcium fluorescence; activation, % at 3 µM; 220,000 compounds, 0.18% hits; HEK293 zebrafish TRPN1-YFP, Fluo-8 calcium fluorescence; 100% = response to 87 µM carbachol;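 active = activation above its plate's cutoff, the mean activation of test wells on that plate plus 3 SD, cut at about 19% in these data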;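 note: 0% = DMSO alone and 100% = 87 µM carbachol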
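System: zebrafish TRPN1-YFP in HEK293 cells / Dosing: 3 µM single point / Timing: dye loading 1 h at 37 °C, then 30 min room temperature / Signal: Fluo-8 calcium fluorescence, excitation 470-495 nm, emission 515-575 nm / Read-out basis: percent activation from peak over basal fluorescence ratio, control-normalized / Control set: high carbachol 87 µM, low DMSO alone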
The depositor's hits bear a star; . = not tested or not shown. An unsorted share of the library. Share with any hit: about 6.8%.

SMILES	TNF necrop inh	CHOP inh	RBBP9 inh	BaF3 parental	Ba/F3 V617F tox	TRPML3 ag	PPC-1+TRAIL kill	Wee1 degr inh	zfTRPN1 agonist
COc1ccc(C(=O)N2N=C(c3cccc(OC)c3)CC2(O)C(F)(F)F)cc1 (configuration not stated)	1.5	64	-2	6	1	-0.6	15	2	-2.2
CCOC(=O)c1c(NC(=O)CSc2nnnn2C)sc(C)c1C	-1.6	9	-13	3	3	-0.2	4	-1	-2.5
CC(C)c1ccc(OCc2ccc(C(=O)O)o2)cc1	1.2	44	12	-10	-2	0.6	20	1	1.1
Cn1c(Cl)c(/C=N/OC(=O)c2cccc(Cl)c2)c2ccccc21	-0.4	17	-1	4	1	1.4	-12	-2	0.5
O=C(O)C1CCN(C(=O)COc2ccc3c4c(c(=O)oc3c2)CCC4)CC1	0.0	3	4	1	0	1.2	24	-2	0.2
COc1ccc(C2SCC(=O)N2c2c(C)n(C)n(-c3ccccc3)c2=O)cc1OC (configuration not stated)	0.3	12	4	4	0	0.7	-12	-3	1.2
Cc1cccc(-n2ncc3c(NC(C)C)ncnc32)c1	1.3	34	0	9	2	-0.4	31	6	1.8
C=CCn1c(C(C)C)nc2ccccc21	1.3	7	-9	1	2	-0.1	17	-1	0.0
Cc1c(NCc2cc(Cl)cc(Cl)c2O)c(=O)n(-c2ccccc2)n1C	-0.6	24	-8	3	0	0.7	32	0	-0.8
COc1ccc(C2(O)CCN(CC(=O)Nc3nccs3)CC2)c(OC)c1	1.3	14	-2	8	3	0.8	28	3	-0.5
Cc1cc2ncc(C(=O)Nc3ccsc3C(=O)O)c(C)n2n1	0.1	-20	-7	8	1	-0.2	25	1	-1.9
O=C(Nc1cccc([N+](=O)[O-])c1)ONC1=NCCCCC1	-0.5	7	-3	-10	2	0.5	36	-1	1.1
Cc1cc(C(=O)CN2CCCC(C)C2)c(C)n1-c1ccc(F)cc1 (configuration not stated)	1.5	24	3	7	0	0.6	5	-3	0.9
Cc1ccc(S(=O)(=O)NC(C)C(=O)NC2CCCCCC2)cc1 (configuration not stated)	-1.4	9	10	2	1	-0.6	-15	5	0.6
CSc1ccc(CN2CCN(C(C)C)C(CCO)C2)cc1 (configuration not stated)	0.6	19	-2	1	2	1.2	-4	-2	0.5
CC(Sc1nnc(NC(=O)c2cc3ccccc3oc2=O)s1)c1ccccc1 (configuration not stated)	0.7	46	-7	4	-4	0.5	6	2	0.8
Cc1ccc2c(c1)C(=O)CC(O)(C(F)(F)F)O2 (configuration not stated)	0.7	-4	-10	-1	1	0.0	15	3	-0.2
CCOc1ccc(OCC)c(NS(=O)(=O)c2ccc3c(c2)n(C)c(=O)c(=O)n3C)c1	0.4	20	0	-2	-1	0.7	7	1	0.3
Cc1ccc(Nc2c(-c3ccco3)nc3nc(C)cc(C)n23)cc1	-0.9	20	-4	3	2	-0.8	2	31*	-0.9
CCC(C)NCCCOc1c(C)cc(C)cc1Br (configuration not stated)	6.7	12	-2	13	6	0.5	12	-1	-0.5
COc1cc(C(=O)NC2CCN(Cc3nnnn3Cc3ccc(F)cc3)CC2)cc(OC)c1OC	2.3	2	-6	4	-1	-0.7	17	1	0.6
COc1ccccc1C1(CC(=O)Nc2nccs2)CCOC(C(C)C)C1 (configuration not stated)	-11	13	-3	3	4	-0.1	0	0	-0.3
COc1ccc(NC(=S)N2CCCN(Cc3cccc(Cl)c3)C2)cc1	5.4	-18	-2	4	-1	0.8	5	5	0.6
Cc1cccc(C)c1OCC(O)CNS(=O)(=O)c1ccccc1C(=O)N1CCCCC1 (configuration not stated)	-2.0	10	-2	3	-2	0.9	22	-1	2.2
O=C(CCCN1C(=O)c2ccccc2C1=O)N1CCOCC1	0.4	23	8	5	2	0.9	14	-1	1.0
O=C(Cc1ccccc1)Nc1nnc(-c2ccco2)s1	9.2	-35	-16	6	6	-0.3	16	-2	-0.1
O=C(CCN1CCCCC1)NNC(=O)C12CC3CC(CC(C3)C1)C2	0.1	-2	3	7	3	0.2	18	-1	1.6
O=C(Nc1ccccc1Cl)N1CCn2c(nc3ccccc32)C1	0.3	31	-9	7	-2	-0.3	8	4	0.2
Cc1ccc(NC(=S)NNC(=O)c2cccc([N+](=O)[O-])c2)cc1Cl	4.5	11	-2	-3	-1	2.0	2	2	5.2
Cc1ccc(C)c(S(=O)(=O)N2CCCOC2CNC(=O)C(=O)NCCC2=CCCCC2)c1 (configuration not stated)	0.6	33	-2	7	0	0.4	10	-3	0.2
CCn1cc(/C=N\NC(=O)c2ccc3c(c2)c(C)c(C)n3Cc2ccccc2)c(C)n1	4.4	9	-2	4	-3	0.1	6	3	0.0
O=C(CSC(=S)N1CCCCC1)c1c(F)cccc1F	0.6	5	5	-1	-5	0.6	10	6	0.0
COc1ccc(C2C(C#N)=C(N)Oc3cc(C)[nH]c(=O)c32)c(OC)c1OC (configuration not stated)	-1.0	29	-15	4	1	-0.1	4	2	-0.5
O=C(O)CC12C[C@H]3C[C@@H](C1)CC(n1ncc(N4CCN(c5ccccc5)CC4)c(Cl)c1=O)(C3)C2	2.7	-11	-4	9	4	0.8	8	-5	-0.2
CCOc1ccc(C(=O)c2ccncc2)cc1	-1.8	-5	0	1	-4	-0.7	-4	4	-1.6
Cn1c(SCc2ccc([N+](=O)[O-])cc2)nc2c(c1=O)SCC2	-2.9	53	-7	2	-5	0.8	19	2	2.0
Cc1ccc(NC(=O)COc2ncnc3c(Cl)cc(Cl)cc23)cc1[N+](=O)[O-]	1.4	104*	-1	11	6	0.5	10	-1	0.2
COc1ccc(C(=O)/C=C/c2ccc(N3CCCCC3)c([N+](=O)[O-])c2)c(OC)c1	2.3	-13	-10	7	2	0.4	6	-1	-0.9
CN(C)CCCn1c(NCc2ccc3c(c2)OCO3)nc2ccccc21	2.4	-14	1	7	5	0.9	-22	0	0.0
C=CCN1C(=O)C2(/C(=C(\O)c3ccc4c(c3)OCCO4)C(=O)C(=O)N2CCCOC)c2ccccc21 (configuration not stated)	-0.6	-3	2	10	4	0.7	4	-2	1.1
CCN(CC)C(=O)c1cc([N+](=O)[O-])cc2c1-c1ccc([N+](=O)[O-])cc1C2=C(C#N)C#N	-31	-51	-3	-3	-1	0.1	14	-2	-0.8
O=C(CSc1n[nH]c(=O)[nH]c1=O)N/N=C/C=C\c1ccccc1	0.9	1	-1	7	4	1.2	35	0	0.9
O=C(O)CSC(=S)N1CCCCC1	1.0	-20	11	4	-3	0.2	22	0	-1.3
COc1ccc(OC)c(S(=O)(=O)NCc2cn3c(C)csc3n2)c1	-0.4	7	1	5	-2	0.6	41	2	1.5
O=C(NN1C(=O)C2C(C1=O)C1C=CC2C12CC2)c1cccc(Cl)c1 (configuration not stated)	0.4	28	1	4	-1	-0.1	6	-4	-1.6
CCOc1ccc(-n2c(O)c(/C=N/NC(=O)C3COc4ccccc4O3)c3ccccc3c2=O)cc1 (configuration not stated)	0.9	3	-6	2	-2	0.8	-12	3	0.7
CC(C)(C)c1cc(NCCCn2ccnc2)n2ncc(-c3ccc(Cl)cc3)c2n1	4.3	3	0	4	-2	-0.5	13	1	-0.4
COCCNC(=O)C(c1ccc(O)cc1)N(C(=O)CCC(=O)Nc1nccs1)c1ccc(C)cc1 (configuration not stated)	1.5	-10	-6	4	2	0.8	-6	2	1.8

Part of the list above, limited to zfTRPN1 agonist and Wee1 degr inh:
molecule | zfTRPN1 agonist | Wee1 degr inh
CCOc1ccc(OCC)c(NS(=O)(=O)c2ccc3c(c2)n(C)c(=O)c(=O)n3C)c1 | 0.3 | 1
Cc1ccc(Nc2c(-c3ccco3)nc3nc(C)cc(C)n23)cc1 | -0.9 | 31*

Later entries
SMILES	TNF necrop inh	CHOP inh	RBBP9 inh	BaF3 parental	Ba/F3 V617F tox	TRPML3 ag	PPC-1+TRAIL kill	Wee1 degr inh	zfTRPN1 agonist
O=C(/C=C/c1cccc([N+](=O)[O-])c1)NCCSc1ccccc1	-4.2	21	0	-1	-3	-0.3	-2	1	0.6
CCC(=O)N1N=C(c2ccc(C)o2)CC1c1ccc(Br)cc1 (configuration not stated)	31	18	-10	10	3	-1.3	-2	-1	0.2
CCCC(=O)Nc1ccccc1NC(=O)CCC	-1.0	-15	-2	2	4	-0.1	6	3	1.7
Cc1ccccc1-n1c(Cn2c(=O)sc3ccccc32)nnc1SCC(=O)N1CCCC1	0.1	44	-1	4	-1	0.4	-11	1	0.0
O=C(Cc1ccccc1)NNC(=O)C1CCN(c2ncccn2)CC1	-0.6	1	-6	0	2	0.4	-23	-1	-1.9
COc1ccc(C(=O)c2sc(Nc3cccc(OC)c3)c(C(=O)Nc3cccc(C)c3C)c2N)cc1	-0.2	64	-9	0	-4	3.9	-24	1	5.5
O=C(CCSc1ccc(Cl)cc1)c1cccs1	-17	56	1	2	-2	-1.0	-4	-2	-1.3
CSc1nc2ccc(NC(=O)c3ccc(F)c(F)c3)cc2s1	0.9	-10	0	9	3	0.9	19	-1	3.4
CCOc1ccc(/C=C2\SC(=S)N(C)C2=O)cc1OC	-2.7	26	-1	-1	-3	0.3	3	-1	1.4
COc1ccc(-n2cc(CNCCCN3CCCC3=O)c(-c3ccccc3Cl)n2)cc1	-0.2	10	-7	3	2	-0.2	9	6	0.6
CN=C1CC(C)(C)CC(=O)/C1=C(/O)CCCN1C(=O)c2ccccc2C1=O	-0.1	-5	-11	3	-2	1.0	-9	5	1.3
COc1cc(OC)c(OC)cc1/C=C/c1cc(C(F)(F)F)[nH]c(=O)n1	0.4	9	-6	2	0	0.3	.	4	0.1
O=C(Cn1nnc(-c2cccs2)n1)NCc1ccco1	-0.3	10	7	11	-1	-0.4	8	2	-0.5
COC(=O)c1ccc(Oc2ccc3nnc(C)n3n2)cc1	0.1	-16	-3	1	0	0.5	9	0	0.5
Cc1cccc(NC(=O)CCNC(=O)c2ccco2)c1C	-0.4	5	0	9	6	0.9	17	0	-0.6

Assay outcomes (PubChem BioAssay)
